# D3 ag – qHTS of D3 Dopamine Receptor Agonist: qHTS. 0.58% of 410,000 active. AID 652048, 2013. max activation, %. D3R DiscoveRx beta-arrestin cells, luminescence, 90 min. D(3) dopamine receptor (Homo sapiens), P35462; in the data active means max activation above about 30%; further: 0% is about no effect; mostly tested at two doses, the higher about 12 µM
# Target sequence (P35462 whole entry, looked up): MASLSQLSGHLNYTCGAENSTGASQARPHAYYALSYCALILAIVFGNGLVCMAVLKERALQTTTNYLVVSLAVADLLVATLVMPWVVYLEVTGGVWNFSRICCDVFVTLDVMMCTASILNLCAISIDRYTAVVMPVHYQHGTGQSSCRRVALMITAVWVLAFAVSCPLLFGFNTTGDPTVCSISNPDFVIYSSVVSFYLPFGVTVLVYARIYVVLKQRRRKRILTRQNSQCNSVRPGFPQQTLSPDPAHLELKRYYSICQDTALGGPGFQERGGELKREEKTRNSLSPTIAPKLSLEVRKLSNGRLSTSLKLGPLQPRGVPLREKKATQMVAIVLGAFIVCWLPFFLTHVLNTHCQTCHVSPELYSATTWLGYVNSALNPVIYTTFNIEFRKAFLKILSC
#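 Cells at 1500/well, incubated overnight, then treated with pinned compounds (dopamine as control) for 90 min at 37 degrees C. DiscoveRx reagent added for 30 - 60 minutes at room temperature; luminescence read.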
# KB-V1 cytotox – qHTS assay for MDR1-selective chemotherapeutics: Primary screen using the drug-selected MDR subline cells KB-V1. KB-V1 MDR cells viability, CellTiter-Glo, 72 h. Potency, µM (highest dose often 46.1 µM), inactives show top-dose activity change, negative = cytotoxicity, hits mostly cytotoxic. 3.4% of 400,000 active. AID 1347076, 2019; further: potency means the concentration at half of the fitted maximal effect; on the % scale 0 is the no-effect control and ±100 the full control effect; nearly all actives have a fitted effect of over 60% in size
#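 KB-V1 MDR subline cells in DMEM (phenol-red free, 10% FBS) exposed to compounds in qHTS concentration series for 72 h at 37 degrees C. Viability read by CellTiter-Glo luminescence; concentration-effect curves fitted after normalization and correction.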
# KB-3-1 tox – qHTS assay for MDR1-selective chemotherapeutics: Primary screen using the parental adenocarcinoma cell KB-3-1; KB-3-1 viability, CellTiter-Glo ATP luminescence, 72 h; 1.4% of 400,000 active; Potency, µM (top dose mostly 46.1 µM), without a hit: at the highest dose activity change, negative = cytotoxic, usual class: cytotoxic; AID 1347075, 2019; further: potency means the concentration at half of the fitted maximal effect; on the % scale 0 is the no-effect control and ±100 the full control effect; nearly all actives have a fitted effect of over 60% in size
#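 72 h, 37 °C compound treatment of KB-3-1 parental cells; CellTiter-Glo added, 10 min, luminescence read. Data corrected against DMSO-only plates and normalized before curve fitting.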
# HT1080NT lethal – qHTS for induction of synthetic lethality in tumor cells producing 2HG: qHTS for the HT-1080-NT fibrosarcoma cell line; HT-1080-NT fibrosarcoma viability, CellTiter-Glo ATP luminescence, 48 h; Potency, µM (highest dose often 46.1 µM), for inactives: top-dose activity, negative = less viability, actives largely listed as cytotoxic; 1.6% of 360,000 active; AID 686970, 2013;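 further: NT is the 2HG producing partner of a matched IDH1 knockdown line; potency means the concentration at half of the fitted maximal effect; 0% = DMSO-treated cells and -100% = media-only wells without cells; nearly all actives have a fitted effect of over 55% in size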
#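 A 48-hour cytotoxicity screen used HT-1080-NT cells plated 2 hours before compound delivery. ATP-based CellTiter-Glo luminescence measured viability, normalized to DMSO and no-cell controls.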
# GLP1R ag – qHTS of GLP-1 Receptor Agonists | Glucagon-like peptide 1 receptor (Homo sapiens), P43220 | HEK293 GLP-1R CRE-luciferase, luminescence, 4-6 h; cells express a hypersensitive GLP-1R form | Potency, µM (top dose mostly 45.6 µM), inactives show at the highest dose activation, actives largely listed as activators | 0.007% of 380,000 active | AID 624172, 2012; further: potency means the concentration at half of the fitted maximal effect; % of control where 0% means no effect
# Target sequence (P43220 whole entry, looked up): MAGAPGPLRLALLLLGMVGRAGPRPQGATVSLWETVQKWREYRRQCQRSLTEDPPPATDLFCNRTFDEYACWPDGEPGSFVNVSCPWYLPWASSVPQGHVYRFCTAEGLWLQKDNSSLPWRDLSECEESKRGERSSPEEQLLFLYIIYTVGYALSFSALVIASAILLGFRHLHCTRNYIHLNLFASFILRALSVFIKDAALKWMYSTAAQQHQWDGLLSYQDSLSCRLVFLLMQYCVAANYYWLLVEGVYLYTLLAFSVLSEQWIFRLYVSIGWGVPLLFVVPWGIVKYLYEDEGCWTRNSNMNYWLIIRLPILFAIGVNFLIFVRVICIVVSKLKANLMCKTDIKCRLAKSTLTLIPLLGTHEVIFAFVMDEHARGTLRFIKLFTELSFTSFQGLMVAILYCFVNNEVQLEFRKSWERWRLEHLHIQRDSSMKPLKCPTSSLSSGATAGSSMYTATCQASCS
# IL-1B inflam inh – qHTS for Inhibitors of Inflammasome Signaling: IL-1-beta AlphaLISA Primary Screen | activity change, % at 57.5 µM | AID 743279, 2014 | 4.7% of 360,000 active | THP-1 LPS/ATP IL-1B secretion, AlphaLISA, 16 h; stronger effect = lower value; in the data active means activity change below about -50%; inconclusive means mostly about -30% to -49%; further: on the % scale 0 is the no-effect control and ±100 the full control effect
#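 Secreted IL-1B measured by AlphaLISA bead assay after 16 h compound exposure of THP-1 cells; compounds (final up to 57.5 uM) added 1 h before LPS (250 ng/mL) and ATP (1.25 mM) stimulation; lower signal means less secretion.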
# D3 antag – qHTS of D3 Dopamine Receptor Antagonist: qHTS | D(3) dopamine receptor (Homo sapiens), P35462 | D3R cells, DiscoveRx beta-arrestin luminescence, antagonist mode; stronger effect = lower value | max response, negative = inhibition, % | 2.5% of 360,000 active | AID 652054, 2013; in the data active means max response below about -50%; inconclusive means no clear call, values can overlap the other calls; further: on the % scale 0 is the no-effect control and ±100 the full control effect; mostly tested at two doses, the higher about 12 µM
#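 Cells plated overnight at 1500 cells/well, then exposed to library compounds with dopamine controls for 90 minutes at 37 degrees C. DiscoveRx reagent added for 30–60 minutes at room temperature; luminescence read, quantitative HTS format.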
# SW480 rereplic – A quantitative high throughput screen for small molecules that induce DNA re-replication in SW480 colon adenocarcinoma cells. SW480 DNA re-replication, Hoechst DNA content imaging, 48 h. Potency, µM (top dose mostly 46.1 µM), for inactives: top-dose re-replication activation, hits mostly activators. 1.8% of 340,000 active; further: potency means the concentration at half of the fitted maximal effect; % of control where 0% means no effect; nearly all actives have a fitted effect of over 55% in size
#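 Image-based DNA-content assay: after two days of treatment, nuclei were labelled with the DNA dye Hoechst and imaged, and hits were compounds raising the count of nuclei showing high fluorescence intensity.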
# HT1080 IDH1KD tx – qHTS for induction of synthetic lethality in tumor cells producing 2HG: qHTS for the HT-1080-IDH1KD cell line; 2% of 360,000 active; Potency, µM (highest dose often 46.1 µM), for inactives: top-dose activity, negative = toxicity, usual class: cytotoxic; HT-1080 IDH1 knockdown viability, ATP luminescence, 48 h;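 further: potency means the concentration at half of the fitted maximal effect; 0% = DMSO wells and -100% = cell-free medium wells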
#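 Luminescent ATP read-out (CellTiter-Glo, 10 min at room temperature) after 48 h compound exposure at 37 °C gave viability of IDH1-knockdown HT-1080 cells. Activity was normalised to DMSO and cell-free wells, then fitted as concentration-response curves.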
# Numbers without * were called inactive; ? = inconclusive; / = not tested or not shown; [ ] = remark or other dose. Unless noted, the call rests on the fitted dose curve; in most records, active means well fitted curve in the direction sought with a large enough effect; inconclusive means small, poorly fitted or top-dose-only effect, or another doubt; inactive means no such curve, though single readings can be large; an effect the other way counts as inactive or inconclusive.
no.	Molecule	HT1080NT lethal	KB-3-1 tox	D3 antag	KB-V1 cytotox	IL-1B inflam inh	HT1080 IDH1KD tx	GLP1R ag	SW480 rereplic	D3 ag
1	Cc1cc(C)n(Cc2cccc(F)c2)c(=O)c1C#N	14%	-1%	4	?	9	-4%	-7%	-21%	9
2	CC(=O)N/C(=C/c1ccc(OS(=O)(=O)c2ccc(C)cc2)cc1)C(=O)Nc1ccc(C(=O)O)cc1	-12%	-7%	-20	8%	-11	12%	5%	-3%	5
3	CCN1CCc2c(sc(NC(=O)Nc3ccc(Cl)c(Cl)c3)c2C(N)=O)C1	-6%	-8%	6	0%	-52*	-4%	2%	15µM*	12
4	Cc1cc(C(=O)N/N=C/c2ccc(Cl)c([N+](=O)[O-])c2)c(C)n1-c1ccc(F)cc1	?	5.8µM*	-23	?	-53*	21µM*	2%	17%	-4
5	C/C(=N/NC(=O)C1COc2ccccc2O1)c1ccc(Br)s1 (centres undefined)	?	23%	-13	8%	1	16%	-2%	-6%	5
6	Cc1ccsc1C(=O)OC(C)C(=O)Nc1ccc(Cl)cn1 (centres undefined)	9%	-2%	-4	-13%	0	-2%	0%	-4%	-1
7	Cc1nnc(SCC(=O)NNC(=O)c2ccco2)s1	0%	1%	-2	17%	-9	11%	-2%	?	-6
8	Cc1cc(=O)[nH]c2ccc(S(=O)(=O)NC3CCCCC3)cc12	-11%	-7%	12	0%	-24	-11%	-3%	-28%	1
9	CN1CCN(S(=O)(=O)c2ccc(NC(=S)NC(=O)C3CCCC3)cc2)CC1	-9%	-4%	-16	9%	32	-14%	12%	14%	3
10	Cc1noc(C)c1CSCC(=O)Nc1cc(Cl)ccc1N1CCOCC1	-8%	-12%	3	-30%	-12	-7%	1%	-6%	-7

# The closing 3 entries of the section before open the next one.
no.	Molecule	HT1080NT lethal	KB-3-1 tox	D3 antag	KB-V1 cytotox	IL-1B inflam inh	HT1080 IDH1KD tx	GLP1R ag	SW480 rereplic	D3 ag
8	Cc1cc(=O)[nH]c2ccc(S(=O)(=O)NC3CCCCC3)cc12	-11%	-7%	12	0%	-24	-11%	-3%	-28%	1
9	CN1CCN(S(=O)(=O)c2ccc(NC(=S)NC(=O)C3CCCC3)cc2)CC1	-9%	-4%	-16	9%	32	-14%	12%	14%	3
10	Cc1noc(C)c1CSCC(=O)Nc1cc(Cl)ccc1N1CCOCC1	-8%	-12%	3	-30%	-12	-7%	1%	-6%	-7
11	O=C(Nc1cccc2ncccc12)c1ccc(F)cc1	19%	3%	-12	3%	6	6%	-6%	-11%	2
12	CCOc1ccc(Nc2ncnc3c2cnn3C)cc1	11%	-1%	3	-8%	-7	1%	23%	-2%	3
13	O=C1CC(c2nc3ccccc3[nH]2)CN1c1ccccc1F (centres undefined)	6%	3%	2	19%	-4	3%	-2%	-3%	1
14	Cc1ccsc1C1C(C#N)=C(N)OC2=C1C(=O)CC(C)C2 (centres undefined)	4%	11%	-4	109%	-25	2%	-4%	-3%	2
15	Cc1cc(C)nc(N2CCCC(C(=O)Nc3nnc(C)s3)C2)n1 (centres undefined)	0%	0%	-7	18µM*	-3	8%	3%	-4%	-6
16	O=C(C1CCC1)N1CCN(S(=O)(=O)c2ccc(Br)cc2Cl)CC1	0%	-6%	-3	-25%	-21	-9%	1%	-2%	9
17	COc1ccc(CCC(=O)Nc2ccc(OC)c(S(=O)(=O)N3CCCCC3)c2)cc1	6%	1%	-1	-22%	1	0%	2%	1%	0
18	CCc1c(C)nc(N)n2c(SCC(=O)N3CCCC(C)C3)nnc12 (centres undefined)	-6%	-5%	-2	-2%	13	-11%	-8%	-4%	-18
19	N=C1/C(=C\c2ccc(OC(=O)c3ccccc3)cc2)C(=O)N=C2SC(N3CCOCC3)=NN12	-2%	4%	-15	-1%	-17	-6%	3%	2%	-1
20	COc1ccc(C(=O)N2CCN(c3cccc(Cl)c3)CC2)cc1S(=O)(=O)NC1CC1	?	?	9	-10%	22	?	-5%	24%	6
21	CCOC(=O)Nc1ccc2c(c1)N(C(=O)OC)c1ccccc1CC2	?	?	-21	5.8µM*	24	?	1%	?	1
22	COc1ccc(C(C)NC(=O)c2cccc([N+](=O)[O-])c2)cc1OC (centres undefined)	-2%	31%	-5	16µM*	-5	0%	0%	7%	0
23	O=c1oc2ccccc2n1CSc1nc2ccccc2s1	-4%	0%	1	-16%	32	-3%	0%	5%	0
24	CC(=O)c1ccc(NC(=O)CCc2c(C)nc3cc(-c4ccc(Cl)cc4)nn3c2C)cc1	/	-3%	/	-1%	/	/	1%	/	-1
25	Cn1c2ccccc2c2ncn(Cc3ccc(F)cc3)c(=O)c21	-1%	?	1	-30%	1	-9%	11%	5%	0
26	CCNc1nc(NCC)n2c(SCC(=O)Nc3ccc(F)cc3)nnc2n1	0%	15%	0	?	12	3%	0%	-3%	2
27	CC(OC(=O)[C@H](C)N=C1NS(=O)(=O)c2ccccc21)C(=O)Nc1ccc(F)c(F)c1F (some centres undefined)	4%	0%	-12	1%	33	4%	6%	/	1
28	COc1ccc(S(=O)(=O)NC(=O)C2(C)CCN2C(=O)c2c(C)noc2C)cc1 (centres undefined)	?	0%	5	3%	-18	1%	0%	/	2
29	CC1(C)Cc2c(cnn2-c2ccc(F)cc2)C(NC(=O)C(C)(C)O)C1 (centres undefined)	18%	2%	7	-11%	0	1%	0%	-19%	8
30	O=C(NCCOc1ccccc1Cl)c1cc(F)c(F)cc1Cl	12%	13%	-10	-26%	-2	23%	0%	1%	-5
31	O=S(=O)(NCc1nnc2ccccn12)c1ccc(F)cc1	-6%	9%	5	9%	-9	-3%	6%	0%	-5
32	CCn1ncc(/C=C/C(=O)Nc2c(C)nn(CC)c2C)c1C	-3%	0%	23	-29%	0	6%	-1%	-6%	3
33	CCN(CC)C1CCN(c2nc3nonc3nc2NCCOC)C1 (centres undefined)	11%	9%	0	21%	18	11%	-2%	2%[1.84 µM]	4
34	COC(=O)c1cccnc1NC(=S)NNC(=O)c1ccncc1	3%	4%	7	4%	3	-3%	-8%	-21%	1
35	CC(c1ccccc1)C1CC(=O)N(Cc2ccco2)C1=O (centres undefined)	6%	5%	-25	4%	24	12%	0%	-6%	-1
36	O=C(c1ccccc1)N1CCN(Cc2ccccc2)CC1	21%	2%	?	-27%	?	-7%	-1%	17%	-32
37	O=C(NC(Nc1ncc(S(=O)(=O)c2ccc([N+](=O)[O-])cc2)s1)(C(F)(F)F)C(F)(F)F)c1ccc(Cl)cc1	3.3µM*	21µM*	-17	?	-76*	?	-19%	?	2
38	O=C(CCN1C(=O)C2C3C=CC(C3)C2C1=O)Nc1ccc2c(c1)OCO2 (centres undefined)	-1%	-6%	1	0%	12	1%	-2%	-4%	-2
39	Cc1cccc(-c2nc(C#N)c(NCC3CCCO3)o2)c1 (centres undefined)	-14%	0%	2	-24%	31	-13%	16%	-31%	-1
40	COCC(C)n1c(C)cc(C(=O)COC(=O)c2c(NC(C)=O)sc(C)c2C)c1C (centres undefined)	8%	6%	-9	-8%	-8	5%	6%	-1%	-2
41	CC(=O)c1ccc(-c2cnc3c(NC=O)cc(-c4cccc(NS(C)(=O)=O)c4)cn23)cc1	?	-8%	127	1%	-68*	8.2µM*	3%	/	12
42	O=C(COC(=O)c1ccc([N+](=O)[O-])o1)Nc1ccc(F)cc1	5%	5%	-5	-7%	13	0%	-3%	-8%	0
43	Cc1cccn2c(=O)c3cc(C(=O)NCc4ccc(F)cc4)c(=N)n(CC4CCCO4)c3nc12 (centres undefined)	-4%	-4%	-4	1%	5	0%	9%	?	0
44	CCOc1ccc(-n2c(C)cc(/C=N/NC(=O)C(N)=O)c2C)cc1	-18%	3%	-7	-1%	11	0%	16%	-5%	3
45	C/C(=N\NC(=O)c1cc(-c2ccncc2)nc2ccccc12)c1ccc(N2CCOCC2)cc1	21µM*	2%	-9	12%	12	10µM*	24%	-22%	-8
46	Cc1ccccc1C(=O)N[C@H](C(=O)OCC(=O)NC1CC1)C(C)C	-3%	2%	-18	-21%	32	0%	-6%	2%	-17
47	Cn1c(N)c(C(=O)CSc2ncn[nH]2)c(=O)n(C)c1=O	-3%	0%	-25	15%	-12	-3%	4%	5%	-15
48	CCCCC(=O)N(C)c1c(C)nc2ccc(C(=O)NCc3ccccc3OC)cn12	5%	0%	4	1%	8	7%	3%	/	9
49	CC(c1ccccc1)N1CCn2c(nc3cc(NC(=O)c4cccs4)ccc32)C1 (centres undefined)	?	-2%	-19	?	/	17%[9.24 µM]	6%	-3%	-12
50	Cc1cccc(C)c1NC(=O)C(c1ccccc1OC(F)(F)F)N1CCN(C/C=C/c2ccccc2)CC1 (centres undefined)	?	0%	-63*	12%	?	?	-1%	/	-15
51	Cn1cc(C(=O)c2ccc(Cl)cc2Cl)cc1C(=O)N/N=C(\N)COc1ccc(Cl)cc1Cl	?	18µM*	?	?	-11	?	-21%	9.2µM*	-5
52	O=C(c1ccc(NS(=O)(=O)c2ccccc2)cc1)N1CCN(Cc2ccc3c(c2)OCO3)CC1	-5%	-18%	-24	-10%	-9	-10%	2%	1%	-5

# Screens from PubChem.
